Compound activity deposited in PubChem BioAssay by several laboratories.
cardiac RTF act – increases calcium sensitivity of human cardiac regulated thin filaments; P19429+P45379; IANBD-labeled TnC RTF fluorescence at EC20 calcium; 0% EC20 calcium, 100% full calcium; activation, % at 7.2 µM; 340,000 compounds, 0.24% hits;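 active means activation above the mean over all tested compounds plus 3 SD, cut at about 30% in these data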;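 further: rise in fluorescence read as greater calcium sensitivity of cardiac thin filaments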
RTF Ca sens inh – cardiac RTF calcium desensitization. IANBD-labeled cardiac RTF, Ca2+ fluorescence. inhibition, % at 7.15 µM. P19429+P45379. 340,000 compounds, 0.12% hits;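 active means inhibition above the mean inhibition of all tested compounds plus 3 SD, cut at about 17% in these data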;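 further: assay run at fixed EC70 calcium of 1.6 mM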
MOR-DOR inv ag – mu-delta opioid heterodimer inverse agonism | P35372+P41143 | cell-based MOR-DOR heterodimer luminescence | inhibition, % at 9.3 µM | 340,000 compounds, 0.21% hits | AID 504357; in the data active means inhibition above about 22%, passing the limit was not always enough;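 further: 0% = cells with DMSO and 100% = wells without cells with DMSO; values of inactives mirror those of a sister screen read the other way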
Arr AP2 block – inhibitors of human beta-arrestin and AP2 interaction | inhibition, % at 10 µM | FITC-arrestin peptide / GST-AP2 beads, flow cytometry; AP2 beta2 appendage carries R879A mutation | 340,000 compounds, 0.31% hits;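 active means inhibition above a set limit, near 3 SD of compounds lacking own fluorescence, cut at about 54% in these data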;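 further: plate controls were DMSO wells for no effect and 5 µM unlabelled arrestin peptide for full effect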
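System: GST-AP2 R879A glutathione beads; medium: PBS, Tween 20 0.05%, BSA 0.1%; reagent: fluorescein-tagged arrestin peptide at 50 nM final; schedule: pre-incubation 12 min, peptide binding 1 h, room temperature; detection: flow cytometry, FL1 (488/535 nm); read-out: inhibition as reduced fluorescein signal on beads, percent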
Wnt bcat act – activators of Wnt/beta-catenin signaling; Wnt/beta-catenin reporter cell assay, activator, plate reader; activation, % at 9.35 µM; 300,000 compounds, 1.2% hits; in the data active means activation above about 30%, passing the limit was not always enough;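 further: 0% = neutral control wells and 100% = positive control wells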
LANA DNA inh – inhibitors of KSHV LANA C-terminal domain DNA binding; MBP-C-LANA/FAM-LBS DNA binding, fluorescence polarization; inhibition, % at 9 µM; 340,000 compounds, 0.078% hits;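 active means highest replicate inhibition at or above 60% at 9 µM, even if other replicates fall short; inactive means all replicates below 60% inhibition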;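 further: 0% = neutral control wells and 100% = 4 µM acridine orange control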
V-ATPase pH – yeast V-ATPase proton transport regulation by pHLuorin; S. cerevisiae, pHLuorin cytosolic pH fluorescence; response, % at 10 µM; 350,000 compounds, 0.37% hits; AID 504577; in the data active means response mostly above about 7.3%, no sharp cut-off; inactive means mostly below about 5.4%; further: actives read high; inactives centre near 0; some compounds called inactive have numbers as strong as hits; reference of the scale not given here
MOR-DOR ag – OPRM1-OPRD1 heterodimerization agonism | P35372+P41143 | 340,000 compounds, 0.3% hits | AID 504326 | activation, % at 9.3 µM | cells, luminescence; in the data active means activation above about 18%;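 further: 0% = vehicle-treated cells and 100% = reference agonist; values of inactives mirror those of a sister screen read the other way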
Pemphigus Ab inh – inhibitors of pemphigus antibody binding to human desmoglein-3; DSG3-coupled beads, scFv-anti-DSG3-GFP binding, flow cytometry; hits give low values; AID 588358; binding (percent of control), % at 10 µM; 310,000 compounds, 0.48% hits;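 active means binding more than 3 SD below its plate's average and above zero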;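 further: hits lower antibody fragment binding to DSG3; some compounds called inactive have numbers as strong as hits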
Keap1-Nrf2 PPI – inhibitors of human Keap1-Nrf2 protein-protein interaction; Q14145; Keap1 Kelch-Nrf2 peptide fluorescence polarization, 1536-well; inhibition, % at 9.4 µM; 340,000 compounds, 0.15% hits; AID 504523; in the data active means inhibition above about 12%;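 further: human Keap1 Kelch domain with fluorescein labeled Nrf2 9mer peptide probe; 0% = neutral control wells and 100% = peptide positive control; higher means more block of Keap1 binding to Nrf2 peptide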
Target sequence (Q14145 whole entry, looked up, the tested form may be a part): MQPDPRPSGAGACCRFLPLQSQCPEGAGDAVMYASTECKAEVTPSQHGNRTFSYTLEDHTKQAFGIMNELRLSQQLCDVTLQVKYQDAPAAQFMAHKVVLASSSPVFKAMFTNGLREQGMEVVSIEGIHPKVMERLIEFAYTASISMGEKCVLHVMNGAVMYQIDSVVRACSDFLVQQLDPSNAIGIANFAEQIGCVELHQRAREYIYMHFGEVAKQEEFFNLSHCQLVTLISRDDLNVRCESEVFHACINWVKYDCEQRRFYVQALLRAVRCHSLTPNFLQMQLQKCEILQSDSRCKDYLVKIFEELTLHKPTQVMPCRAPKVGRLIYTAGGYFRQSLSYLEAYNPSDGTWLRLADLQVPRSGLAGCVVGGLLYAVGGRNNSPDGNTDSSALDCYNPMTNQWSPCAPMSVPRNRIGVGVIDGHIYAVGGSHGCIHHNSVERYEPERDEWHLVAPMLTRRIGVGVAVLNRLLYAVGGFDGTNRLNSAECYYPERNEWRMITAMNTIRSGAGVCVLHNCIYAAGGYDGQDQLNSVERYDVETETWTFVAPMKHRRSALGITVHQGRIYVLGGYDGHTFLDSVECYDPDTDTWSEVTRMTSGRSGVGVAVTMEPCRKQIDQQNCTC
Starred values were filed as active, the others as inactive; . = no result given. Rows are unselected, and some 3.1% of all compounds hit somewhere here.

No.	structure	cardiac RTF act	RTF Ca sens inh	MOR-DOR inv ag	Arr AP2 block	Wnt bcat act	LANA DNA inh	V-ATPase pH	MOR-DOR ag	Pemphigus Ab inh	Keap1-Nrf2 PPI
1	O=C(OCC(=O)N1CCOCC1)c1ccccc1Br	0	7	-2	-4	4	-1.1	1	0.3	.	3
2	C#CCOCCOCCOCCNc1nc(N2CCN(C(=O)[C@H](CCC(=O)O)n3cc([C@@H](N)CC(N)=O)nn3)CC2)nc(N2CCN(C(=O)[C@H](CCC(=O)O)n3cc([C@@H](N)CC(N)=O)nn3)CC2)n1	-3	-8	11	6	2	-1.5	0	-2.3	99	-6
3	CCC1=C2CC[C@H]3C(=O)NC(=O)[C@H]3[C@H]2[C@@]2(Cc3ccccc3)C(=NCC(=O)OC)OC(=O)N2C1=O	4	-3	-8	6	-1	-0.3	-9	1.5	106	-10
4	Cc1nc(NCc2ccccn2)c2c3c(sc2n1)CCCC3	5	-3	9	21	1	0.3	3	-1.7	111	-2
5	CCS(=O)(=O)N1CCN(Cc2ccncc2)CC1	-1	-4	17	-5	-18	0.9	-1	-3.8	124	-6
6	Cc1ccc(-c2nc(CS(=O)CC(=O)NC3CCC(C)CC3)c(C)o2)cc1 (stereo not drawn)	8	-3	-11	11	4	-0.5	2	1.8	97	5
7	C=CCC1(O)CC(c2ccco2)NC(c2ccco2)C1CCC (stereo not drawn)	6	-11	8	4	.	0.2	2	-1.5	.	-4
8	CSc1ccccc1OCc1cc(C(=O)NCCc2nc(C)cc(C)n2)no1	-3	-12	8	-6	13	-0.2	-2	-1.6	106	0
9	Cc1ccc(NC(=O)c2cc(S(=O)(=O)N(C)C)ccc2N2CCCC2)cc1S(=O)(=O)N(C)C	-5	3	6	6	-22	0.7	-6	-1.0	92	0
10	S=C(NCc1ccncc1)Nc1ccccc1	-5	-5	6	22	1	-0.4	4	-1.0	88	-3
11	COc1ccc(COC(=O)C2CC(=O)N(Cc3ccccc3)C2)cc1 (stereo not drawn)	-5	-12	14	-5	-2	0.6	-3	-3.6	106	7
12	N#CC1=C(SCC(=O)c2cc3ccccc3oc2=O)NC(=O)C(C#N)C12CCCC2 (stereo not drawn)	6	-51	2	-2	-1	1.0	11	-0.4	.	-8
13	COc1cccc(C(=O)Nc2ncc3c(n2)CC(C)CC3=O)c1 (stereo not drawn)	-3	-2	9	-5	.	-0.3	-2	-1.9	107	-3
14	CCN1C(=O)c2cccc3c(S(=O)(=O)NCc4ccccn4)ccc1c23	4	-2	0	7	.	0.5	3	0.1	114	-2
15	c1ccc2cc(CSCc3nc4ccccc4[nH]3)ccc2c1	10	1	-30	2	-2	-1.7	1	5.2	106	-8
16	CCn1ccnc1CN(C)C(=O)c1cc(COc2ccc(OC)c3ccccc23)on1	1	-3	2	-4	1	-0.2	0	-0.4	102	-3
17	O=C(c1cc2ncc(Br)cn2n1)N1CCCCC1	1	-10	-6	4	3	0.6	-4	0.8	86	0
18	COc1ccc(OC)c(NC(=S)NN2CCOCC2)c1	3	5	7	19	2	0.3	-7	-1.2	115	-5
19	COc1ccc(CN(CC(=O)NCc2ccco2)C(=O)CNS(=O)(=O)c2ccc(C)cc2)cc1	-1	-2	2	20	0	-2.1	1	-0.3	100	0
20	CCOc1ccc(S(=O)(=O)N2CCCCC2)cc1NC(=O)CSCc1c(C)noc1C	-1	7	8	-16	2	0.9	0	-1.2	110	-1
21	COc1ccc(-c2cc(C(=O)N(C)CC(=O)Nc3ccccc3Br)c3ccccc3n2)cc1OC	-8	-1	8	-2	-2	1.4	-4	-1.6	92	2
22	COc1ccc(NC(=S)N2CCN(Cc3ccc(C)cc3)CC2)cc1	0	6	-9	7	-1	-1.0	3	1.7	111	26*
23	CC1CCc2c(sc3c2C2=NS(=O)(=O)CCN2C=N3)C1 (stereo not drawn)	-13	-11	-8	-7	.	-2.0	1	1.5	108	0
24	O=[N+]([O-])/C(C(=C(Cl)Cl)N1CCN(Cc2ccccc2)CC1)=C1\NCCN1Cc1ccc(Cl)nc1	-4	-15	-14	-4	-1	-2.9	-2	2.4	108	0
25	COc1cc(C(=O)Nc2ccccc2-c2nnn(CC(N)=O)n2)cc(OC)c1OC	1	-3	5	14	.	-0.7	9	-0.9	93	-1
26	CCCCn1c(SCC(N)=O)nnc1-c1ccco1	-1	-3	9	-2	0	-0.2	1	-1.8	103	-7
27	CC(NC(=O)Nc1ccccc1)c1ccccc1 (stereo not drawn)	6	2	10	7	4	-0.2	5	-1.8	110	-1
28	NC(=O)Cn1nc(C(F)(F)F)c2c1CCCC2	5	-16	13	2	0	-0.7	3	-2.8	98	3
29	CC1CCCN(C(=O)COC(=O)COc2ccc(C#N)cc2)C1 (stereo not drawn)	-4	3	10	20	0	-0.1	4	-2.4	94	2
30	CCc1ccc2c(CN3CCc4ccccc43)cc(=O)oc2c1	10	2	-9	6	.	1.9	0	1.7	118	2
31	Cn1c(C23CC4CC(CC(C4)C2)C3)n[nH]c1=S	-1	1	17	23	2	0.5	-1	-3.3	111	-1
32	O=C(c1c(F)cccc1F)N1CCN=C1SCc1ccccc1	-2	-4	5	13	5	-0.1	-2	-1.0	100	1
33	O=C(Nc1nc2ccccc2[nH]1)c1ccc(Cl)cc1	-5	-5	-27	4	-3	1.1	5	5.2	101	-4
34	COc1ccc(C(=O)Nc2nnc(C)s2)cc1S(=O)(=O)N1CCOCC1	-2	-1	16	-10	-1	-1.1	2	-4.1	94	-2
35	CCCc1nc2ccccc2c(=O)n1CCc1ccccc1	-7	-3	-8	-16	-1	-0.1	0	1.6	97	3
36	CC(=O)C1=CN(CC2CCCCC2)CCC1=O	0	-4	12	4	-2	-0.3	0	-2.5	92	-4
37	CC(=O)OCC(=O)C1CCC2C3CC=C4CC(O)CCC4(C)C3CCC12C (stereo not drawn)	0	11	6	4	0	1.1	13	-1.1	98	-2
38	CC(NC(=O)C1CCN(S(=O)(=O)N2CCCCCC2)CC1)c1ccccc1 (stereo not drawn)	-1	-2	-10	9	-3	2.4	-1	1.8	109	1
39	CCc1ccc(/C=N/n2c(C3CCCCC3)n[nH]c2=S)cc1	5	-3	-19	-22	-2	0.6	4	3.2	92	0
40	Cc1ccccc1-n1c(=O)cc(N2CCC3(CC2)OCCO3)[nH]c1=O	13	-1	6	1	1	0.9	-1	-1.0	101	-3
41	COc1cccc(-c2cc(C(=O)N/N=C/c3ccco3)c3ccccc3n2)c1	1	-3	8	6	2	1.3	-4	-1.3	.	3
42	CCCc1nn2c(=O)cc(CSCC(=O)Nc3ccc(OC)cc3)nc2s1	2	-13	4	-5	-1	-0.7	-2	-0.7	121	-9
43	Cc1sc2nc(CSCC(=O)Nc3cc(F)ccc3F)[nH]c(=O)c2c1C	-1	-13	2	51	2	-0.1	-3	-0.6	.	0
44	Cc1nn(Cc2ccccc2)c(C)c1NC(=O)c1noc2c1CCc1ccccc1-2	1	-5	7	-5	.	0.2	0	-1.2	103	-5
45	CC(C)[C@@H]1NC(=O)c2cc([N+](=O)[O-])cc(I)c2NCCC[C@@H](C(=O)NC(CC(=O)O)C(N)=O)NC(=O)[C@H](CO)NC1=O (stereo partly drawn)	4	-17	13	0	-3	-2.6	-1	-2.2	103	-4
46	CC(C)C(=O)Nc1cc2c3c(c1)CCN3C(=O)CC2	3	-3	7	-4	-1	0.5	-1	-1.4	98	0

Fetched by compound from above:
No.	structure	cardiac RTF act	RTF Ca sens inh	MOR-DOR inv ag	Arr AP2 block	Wnt bcat act	LANA DNA inh	V-ATPase pH	MOR-DOR ag	Pemphigus Ab inh	Keap1-Nrf2 PPI
35	CCCc1nc2ccccc2c(=O)n1CCc1ccccc1	-7	-3	-8	-16	-1	-0.1	0	1.6	97	3
44	Cc1nn(Cc2ccccc2)c(C)c1NC(=O)c1noc2c1CCc1ccccc1-2	1	-5	7	-5	.	0.2	0	-1.2	103	-5
42	CCCc1nn2c(=O)cc(CSCC(=O)Nc3ccc(OC)cc3)nc2s1	2	-13	4	-5	-1	-0.7	-2	-0.7	121	-9
40	Cc1ccccc1-n1c(=O)cc(N2CCC3(CC2)OCCO3)[nH]c1=O	13	-1	6	1	1	0.9	-1	-1.0	101	-3
43	Cc1sc2nc(CSCC(=O)Nc3cc(F)ccc3F)[nH]c(=O)c2c1C	-1	-13	2	51	2	-0.1	-3	-0.6	.	0
38	CC(NC(=O)C1CCN(S(=O)(=O)N2CCCCCC2)CC1)c1ccccc1 (stereo not drawn)	-1	-2	-10	9	-3	2.4	-1	1.8	109	1
